Bioassay records (PubChem BioAssay)
Mtb UGM inh – M. tuberculosis UGM enzyme inhibitors, primary screen, biochemical, fluorescence polarization, single point; 320,000 compounds, 0.06% hits; AID 504406, 2011; inhibition, % at 10 µM; purified UGM, fluorescence polarization probe displacement; UDP-galactopyranose mutase (Mycobacterium tuberculosis (strain ATCC 25618 / H37Rv)), …; in the data active = inhibition above about 10%, passing the limit was not always enough
Target sequence (P9WIQ1 whole entry, looked up): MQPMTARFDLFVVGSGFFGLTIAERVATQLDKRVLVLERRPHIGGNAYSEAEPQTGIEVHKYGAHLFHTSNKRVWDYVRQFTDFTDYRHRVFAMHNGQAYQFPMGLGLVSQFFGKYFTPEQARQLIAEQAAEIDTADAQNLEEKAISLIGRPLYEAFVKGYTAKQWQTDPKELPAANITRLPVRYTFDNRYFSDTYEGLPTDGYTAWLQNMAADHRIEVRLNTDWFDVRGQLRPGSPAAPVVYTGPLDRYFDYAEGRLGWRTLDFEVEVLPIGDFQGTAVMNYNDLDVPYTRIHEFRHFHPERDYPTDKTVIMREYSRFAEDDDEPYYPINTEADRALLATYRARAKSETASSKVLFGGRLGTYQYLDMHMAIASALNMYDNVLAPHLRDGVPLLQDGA
Rv3671c inh – Rv3671c serine protease inhibitors, primary screen, biochemical, fluorescence polarization, M. tuberculosis H37Rv; P9WHR9; inhibition, % at 5.96 µM; 320,000 compounds, 0.048% hits; in the data active = inhibition above about 38%;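 note: extracellular domain of Rv3671c used as enzyme; 0% = enzyme with DMSO and 100% = no enzyme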
SARS 3CLpro inh – SARS-CoV 3CLpro protease inhibitors, primary screen, biochemical, quenched FRET | Replicase polyprotein 1ab (Severe acute respiratory syndrome coronavirus), P0C6X7 | recombinant SARS-CoV 3CLpro, quenched FRET peptide cleavage | inhibition, % at 6 µM | 290,000 compounds, 0.14% hits | AID 1706, 2009; in the data active = inhibition above about 12%
Vc quorum ag – inducers of Vibrio cholerae quorum light production without autoinducers, primary screen, BH1578 luxS cqsA deficient, single point; AID 588436, 2011; 350,000 compounds, 0.16% hits; V. cholerae BH1578 lux reporter, luminescence, 6 h; activation, % at 18.7 µM; in the data active = activation mostly above about 9.7%, no sharp cut-off; note: not every result past the cut was called active; inactives centre near 0; reference of the scale not given here
Mtb BioA inh – M. tuberculosis BioA enzyme inhibitors, primary screen, biochemical, plate reader, single point, HTS; 7,8-diaminopelargonic acid synthase BioA (Mycobacterium tuberculosis); purified M. tuberculosis BioA enzyme; inhibition, % at 9.99 µM; 360,000 compounds, 0.096% hits; in the data active = inhibition above about 40%
SSB-PriA inh – inhibitors of Klebsiella pneumoniae PriA binding to SSB C-terminal tail, primary screen, biochemical, AlphaScreen. PriA–SSB C-terminal tail interaction (Klebsiella pneumoniae). AlphaScreen SSBct-PriA binding, biotinylated peptide. inhibition, % at 33 µM. 430,000 compounds, 0.6% hits. AID 1272365, 2023; in the data active = inhibition mostly above about 37%, no sharp cut-off; inactive = mostly below about 20%;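 note: plate controls were negative control peptide for no effect and reference peptide for full effect; strong numbers were not always called active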
GDH-TPI counter – GDH-TPI coupling enzyme inhibitors, primary screen, artefact control for M. tuberculosis FBA inhibitor project, biochemical, absorbance, full deck. GDH-TPI coupled enzyme counterscreen, NADH absorbance. inhibition, % at 4.8 µM. 360,000 compounds, 1.2% hits. AID 588335, 2011; in the data active = inhibition above about 30%;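 note: 0% = DMSO wells and 100% = wells lacking the enzyme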
VHR inh abs – VHR1 phosphatase inhibitors, primary screen, biochemical, absorbance, uHTS. inhibition, % at 13.3 µM. Dual specificity protein phosphatase 3 (Homo sapiens), P51452. 290,000 compounds, 0.52% hits. AID 1654, 2009. recombinant VHR phosphatase, pNPP absorbance; in the data active = inhibition above about 50%; note: some compounds called inactive have numbers as strong as hits
Target sequence (P51452 whole entry, looked up): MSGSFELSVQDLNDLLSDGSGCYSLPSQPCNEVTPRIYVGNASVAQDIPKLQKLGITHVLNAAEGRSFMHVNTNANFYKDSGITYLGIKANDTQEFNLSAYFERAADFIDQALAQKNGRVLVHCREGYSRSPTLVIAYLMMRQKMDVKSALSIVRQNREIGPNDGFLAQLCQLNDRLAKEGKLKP
MazEF act – activators of E. coli MazEF toxin-antitoxin RNase, primary screen, biochemical, fluorescence, uHTS; 350,000 compounds, 0.32% hits; activation, % at 20 µM; FAM/BHQ RNA-DNA oligo cleavage fluorescence, 5 h; Endoribonuclease toxin MazF (Escherichia coli (strain K12)), P0AE70; in the data active = activation above about 50%
Target sequence (P0AE70 whole entry, looked up): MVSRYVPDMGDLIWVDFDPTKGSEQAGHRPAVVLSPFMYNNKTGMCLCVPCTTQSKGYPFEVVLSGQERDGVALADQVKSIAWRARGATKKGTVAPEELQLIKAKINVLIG
FBA Mtb inh – Mtb FBA enzyme inhibitors, primary screen, biochemical, fluorescence, strain H37Rv; 360,000 compounds, 2.3% hits; Fructose-bisphosphate aldolase (Mycobacterium tuberculosis (strain ATCC 25618 / H37Rv)), …; purified M. tuberculosis FBA, fluorescence read-out; inhibition, % at 1 µM; in the data active = inhibition above about 27%;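 note: 0% = vehicle and 100% = reference inhibitor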
Target sequence (P9WQA3 whole entry, looked up): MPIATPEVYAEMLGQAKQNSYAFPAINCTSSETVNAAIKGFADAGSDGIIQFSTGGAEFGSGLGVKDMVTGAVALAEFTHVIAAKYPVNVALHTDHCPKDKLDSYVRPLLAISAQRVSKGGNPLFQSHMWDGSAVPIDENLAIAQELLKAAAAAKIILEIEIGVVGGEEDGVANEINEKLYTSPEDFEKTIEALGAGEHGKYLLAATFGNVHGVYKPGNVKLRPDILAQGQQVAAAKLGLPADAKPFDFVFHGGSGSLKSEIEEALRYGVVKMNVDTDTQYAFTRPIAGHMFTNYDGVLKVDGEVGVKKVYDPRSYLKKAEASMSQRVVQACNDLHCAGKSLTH
Active calls of the source: *; i = inactive; nt = no result given; + = active, no number; & = joins results of further samples. Only part of the results is shown; count on the stated rates, not on these rows.

SMILES	Mtb UGM inh	Rv3671c inh	SARS 3CLpro inh	Vc quorum ag	Mtb BioA inh	SSB-PriA inh	GDH-TPI counter	VHR inh abs	MazEF act	FBA Mtb inh
CSc1ccccc1NC(=O)CSc1nnnn1-c1ccccc1SC	-0.7	1	1	-1.5	-2.6	-13	8	4	1	-6
Cc1ccccc1OCCC(=O)Nc1ccc2c(C)cc(=O)oc2c1	1.2	-10	6	-0.5	-1.4	-8	11	-2	-5	95*
O=C(OCc1c(F)cccc1Cl)c1cnc2ccccc2n1	-2.6	-10	1	-0.3	1.5	5	3	10	7	-4
O=C(Nc1ccccc1C(=O)NCc1ccco1)c1ccco1	3.3	4	-4	i	-0.9	10	7	-20	-11	-2
O=C(COC(=O)c1ncc(Cl)c(Cl)c1Cl)NC1CCS(=O)(=O)C1 (centres undefined)	0.1	7	nt	i	nt	-3	5	nt	6	1
O=C(O)c1cc(N/N=C/C=C/c2ccccc2)ccc1Cl	-2.1	-4	2	-0.3	nt	nt	20	13	9	12
CCc1cccc(C)c1NC(=O)C1=C(C(=O)O)CCCC1	3.0	-1	-6	-0.5	-2.5	-9	-7	15	-74	1
CC1CCN(S(=O)(=O)c2ccc3c(c2)c(=O)c(C(=O)NCc2ccco2)cn3C)CC1	-1.2	-15	-3	-0.5	nt	4	7	-14	-8	-1
O=S(=O)(c1ccc(F)cc1)N1CN(Cc2ccco2)c2nc3ccccc3nc21	-1.0	4	-6	-1.7	nt	0	18	52*	-1	23
O=C(COc1ccc(Br)cc1F)N1CCN(c2ncccn2)CC1	1.8	5	-3	-0.8	nt	-4	1	18	-1	3
COc1cc(/C=N/Nc2nc(C)cc(C)n2)ccc1OC(=O)c1ccco1	-0.1	3	2	-0.3	nt	nt	23	-4	-4	-1
Cc1ccccc1CN(C)C[C@@H]1OCc2cnnn2CCCC(=O)N([C@H](C)CO)C[C@H]1C	nt	nt	nt	-0.4	0.1&-0.8	nt	-16	nt	0	-1
NC(=O)Cn1cc(/C=N\NS(=O)(=O)c2ccc(Cl)cc2)c2ccccc21	-1.6	8	-2	i	2.1	nt	6	37	-4	1
C(=N\N1CCN(Cc2cccc3ccccc23)CC1)/c1cccnc1	-0.6	-2	3	i	nt	nt	4	3	-3	3
S=C(NCCC(c1ccccc1)c1ccccc1)Nc1cccc(Cl)c1	-0.4	-240	3	i	nt	-13	6	18	-9	0
CCC1C(=O)CC(c2ccccc2)NC1c1ccccc1 (centres undefined)	0.0	0	3	i	nt	-36	-1	5	8	-6
COc1ccc(C(=O)NCCS(=O)(=O)NCc2cccnc2)cc1	3.7	2	nt	1.3	2.0	-9&0	1	nt	4	1
CC1(/[N+]([O-])=C/c2ccccc2F)CCCCC1=O (centres undefined)	1.5	7	-1	-0.3	nt	-10	0	24	-1	-3
CCOC(=O)C1CCN(C(=O)C(C)Oc2ccc(C(=O)c3ccccc3)cc2)CC1 (centres undefined)	-0.6	1	nt	i	0.7	-1	5	nt	3	5
O=C(O)c1ccc(Cl)cc1Nc1nc2cc(Cl)ccc2o1	-2.4	-1	10	-2.2	3.7	2	19	8	-6	3
Cc1c(/C=C/C(=O)c2ccc(Cl)s2)cnn1C	0.1	-16	1	6.7	6.5	-21	19	13	6	7
CCOc1ccc(C(=O)Nc2cc(-c3nc4ccccc4[nH]3)ccc2Cl)cc1[N+](=O)[O-]	-0.3	-48	4	-0.4	nt	4	-1	2	-22	0
CCOC(=O)C1(CCOc2ccccc2)CCN(Cc2ccc(O)c(OC)c2)CC1	7.7	9	1	i	0.6	5	-3	-8	5	1
CCOC(=O)N1CCN(C(=O)CSc2nnc(-c3cccs3)o2)CC1	1.3	5	2	-0.4	3.4	-20&-8	-3	21	6	4
O=C(Nc1cccc2ccccc12)/C(=C\c1cccc([N+](=O)[O-])c1)NC(=O)c1cccs1	-1.5	-23	1	9.5	-0.2	-2	7	1	0	3
O=C(Nc1ccc(C(=O)O)cc1)/C(=C\c1ccc2c(c1)OCO2)NC(=O)c1ccccc1	3.0	-5	2	i	0.4	-15	36*	40	-16	4
COc1ccc(S(=O)(=O)NC(CC(C)C)C(=O)NC(C)c2cccs2)cc1 (centres undefined)	-2.3	6	nt	i	-3.7	2	5	nt	-2	-2
O=C1CCc2cc(S(=O)(=O)Nc3ccccc3)ccc2N1	6.4	-5	nt	i	-0.1	8	2	nt	2	0
O=C(CSc1nccn(-c2ccc(Br)cc2)c1=O)Nc1ccccc1F	nt	-11	nt	i	2.4	-2&-1	13	nt	-17	2
CCOC(=O)/C(C(=O)Nc1ccccc1Cl)=C1/NC(C)(C)Cc2ccccc21	-0.8	1	4	0.9	0.7	nt	19	-11	-5	-1

Whole records from above. Screens in order: Mtb UGM inh, Rv3671c inh, SARS 3CLpro inh, Vc quorum ag, Mtb BioA inh, SSB-PriA inh, GDH-TPI counter, VHR inh abs, MazEF act, FBA Mtb inh
`O=C(CSc1nccn(-c2ccc(Br)cc2)c1=O)Nc1ccccc1F` across the screens: nt, -11, nt, i, 2.4, -2&-1, 13, nt, -17, 2
`O=C(O)c1ccc(Cl)cc1Nc1nc2cc(Cl)ccc2o1` across the screens: -2.4, -1, 10, -2.2, 3.7, 2, 19, 8, -6, 3

(list continues)
SMILES	Mtb UGM inh	Rv3671c inh	SARS 3CLpro inh	Vc quorum ag	Mtb BioA inh	SSB-PriA inh	GDH-TPI counter	VHR inh abs	MazEF act	FBA Mtb inh
Cc1ccc2nc3c(cc2c1)c(NC(=O)c1cccnc1)nn3C	-0.2	-3	-4	i	9.8	-24	0	8	2	-3
COc1ccccc1CC(=O)Nc1ccc(S(=O)(=O)N2CCOCC2)cc1	-0.3	-14	1	-0.3	nt	3	4	35	-28	-1
CCOC(=O)C1=C(C)N(C)C(=O)NC1c1cccc(O)c1 (centres undefined)	1.8	-3	-3	-0.9	0.5	-21	3	-9	-9	7
CCOC(=O)c1sc(NC(=O)CCN2CCC(C)CC2)c(C(=O)OCC)c1C	-0.3	-5	10	i	nt	-7	0	4	-2	4
Cc1ccc(CNC(=O)COC(=O)CCOc2ccc(C)cc2)cc1	2.9	2	nt	2.2	nt	-2	9	nt	-5	4
CCOc1ccc(N(CC(=O)NC2CCCC2)C(=O)CSc2nnc(COc3ccccc3)o2)cc1	-0.8	2	-8	i	-1.1	3	6	12	-5	0
Cc1cc(=O)[nH]c(SCC(=O)Nc2ccc(Br)cc2)n1	-0.7	-4	-6	-0.4	-2.4	-4	-20	23	-5	-4
CC(C)CNC(=S)Nc1ccc(S(N)(=O)=O)cc1	-2.1	11	1	-0.3	0.4	-11	8	-14	5	-1
CC(C)NC(=O)/C(C#N)=C\c1ccc(N(C)C)c(Br)c1	-0.4	2	0	-0.4	nt	-2	12	1	4	-1
CN(C(=O)COC(=O)C(Cc1ccccc1)NC(=O)c1ccccc1)c1ccccc1 (centres undefined)	-0.6	4	3	i	-3.8	-9	-1	15	-5	5
COc1cc(C)c(C(C)C)cc1S(=O)(=O)n1cnc(C)c1	-0.6	-5	2	-0.3	-0.2	2	-14	19	9	0
CN(C)CCNC(=O)c1cccc2nc3cccc(F)c3nc12	nt	nt	nt	i	nt	-2	21	nt	5	5
CC12CN3CC(C)(CN(C1)C3c1ccncc1)C2=O (centres undefined)	-3.1	13	1	-4.7	-1.1	-13	-8	-15	4	0
CN(c1ccccc1)S(=O)(=O)c1ccc(Cl)c(C(=O)Nc2nc3ccccc3[nH]2)c1	0.2	-11	6	0.2	2.8	4	1	-3	4	4
COc1cccc(CN2CCN(Cc3ccc(OC)c(OC)c3)CC2CCO)c1 (centres undefined)	-3.1	-6	5	-0.4	0.3	-2	1	13	2	-7
Cc1ccc[n+](CC(=O)Nc2cc(C(F)(F)F)ccc2N2CCOCC2)c1	0.3	0	1	-2.9	-1.5	1	3	11	10	2
COc1ccc(CC(=O)NCC2CCCCC2)cc1OC	0.4	-1	-6	-0.5	-0.9	-5	8	-20	9	28*
CC(C)C(NC(=O)c1ccccc1)C(=O)NC1=NCCS1 (centres undefined)	-1.0	5	-4	i	-0.8	-4	5	2	6	2
Cc1[nH]n(-c2ccccc2)c(=O)c1/C=N/n1c(C)nc2ccccc2c1=O	-2.2	1	1	i	0.0	nt	12	32	-2	1
Cc1cc(C)cc(NC2=C(N)C(=O)c3ccccc3C2=O)c1	-1.6	-54	-2	-0.7	-1.1	54*	-1	-3	0	1
CCOC(=O)CCc1c(C)c2ccc(OC3CCCCC3=O)c(C)c2oc1=O (centres undefined)	3.2	0	2	-0.6	nt	-4	8	10	-1	23
Cc1ccc(CNS(=O)(=O)c2cc3c4c(c2)CCN4C(=O)CC3)cc1	-2.2	-1	nt	-1.4	nt	8	4	nt	-3	2
C[C@H](NC(=O)Cn1cncn1)c1ccccc1	1.3	-1	4	5.9	-0.2	-8	-3	4	-1	1
COc1ccccc1-c1cnc(C(O)c2c(C)cccc2C)[nH]1 (centres undefined)	nt	nt	nt	i	1.3	nt	7	nt	nt	-1
Cc1ccc(CSc2nnc(Cn3c(=O)sc4ccccc43)n2C)cc1	0.6	3	4	-0.2	-0.4	4	8	22	13	0
CCN(CC)CCNC(C(=O)Nc1cccc(C(C)=O)c1)c1ccccc1 (centres undefined)	0.9	0	-1	-0.4	nt	3	8	18	11	0
O=C(/C=C/c1ccccc1O)c1ccccc1	nt	nt	nt	i	-1.0	-22	3	nt	2	-2
CCN(CC)c1ccc(NC(=O)COc2ccccc2C#N)cc1S(=O)(=O)Nc1ccc(OC)cc1	-1.3	-23	1	-0.2	-0.4	3	4	18	1	-6
O=C(NCCS(=O)(=O)c1ccc(Br)cc1)c1c(F)cccc1F	-3.9	3	0	-3.4	-2.2	-5	4	24	1	2
CCn1c2c(c3cc(C(=O)O)ccc31)CCCC2=O	0.1	-11	0	i	-0.3	-16	4	8	2	8
CCOC(=O)C1CCN(c2ncnc3c2oc2ccc(Br)cc23)CC1	0.4	-5	-4	i	nt	-3	-2	18	-2	-4
COc1ccccc1NC(=O)N1CCC(C(=O)c2ccc(Cl)cc2)CC1	-1.0	-1	0	-0.5	1.8	-15	5	12	-25	2
Cc1cc(=O)oc2c(CN3CC(C)OC(C)C3)c(O)c(Cl)cc12 (centres undefined)	5.3	-3	2	0.2	nt	-14	-3	6	3	+
CN(C(=O)c1cccnc1)c1nc(-c2ccccc2)cs1	1.0	-8	3	-0.3	2.9	1	9	21	5	4
COCCNc1nc2c(c(=O)n(C)c(=O)n2C)n1Cc1cccc(C)c1	-1.5	5	-3	-0.3	nt	-8	-4	23	1	-2
CCOC(=O)c1c(C)nc2sc3c(c2c1-c1ccc(OC)cc1)NC(c1ccc(OC)cc1)NC3=O (centres undefined)	-0.2	6	2	-4.0	-1.5	0	6	32	0	5
